Jurkat NFkB inh – inhibitors of induced NF-kB luciferase reporter, primary screen, TCR NF-kB activation inhibitor project, cell-based, luminescence, uHTS | AID 435003, 2010 | 330,000 tested, 0.53% active | inhibition, % at 4 µM | Jurkat, PMA/ionomycin-induced NF-kB luciferase reporter; in the data active = inhibition above about 50%
APJ agonist – agonists of human apelin receptor APJ, primary screen, CHO-K1 cells, PathHunter beta-arrestin, luminescence; P35414; 0% DMSO wells, 100% apelin; activation, % at 20 µM; 330,000 tested, 0.11% active; AID 2520, 2010;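 active = activation more than six SD over the plate average, tested at 20 µM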;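 note: 0% = DMSO alone and 100% = apelin-13 at 10 nM; some results filed as inactive read as strong as hits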
Target sequence (P35414 whole entry, looked up): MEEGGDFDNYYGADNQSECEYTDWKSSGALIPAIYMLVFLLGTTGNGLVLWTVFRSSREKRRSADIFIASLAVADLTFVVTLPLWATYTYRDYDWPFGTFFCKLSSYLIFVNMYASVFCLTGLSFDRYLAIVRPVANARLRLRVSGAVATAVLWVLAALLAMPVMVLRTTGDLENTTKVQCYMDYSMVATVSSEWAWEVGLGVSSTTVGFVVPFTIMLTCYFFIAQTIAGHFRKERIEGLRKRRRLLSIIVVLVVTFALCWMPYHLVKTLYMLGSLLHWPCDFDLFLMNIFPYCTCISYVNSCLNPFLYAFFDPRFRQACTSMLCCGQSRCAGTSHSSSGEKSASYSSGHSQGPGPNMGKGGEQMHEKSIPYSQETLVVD
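assay system = CHO-K1 APJ beta-arrestin complementation cell line | input = cell density 1000 per well | dosing = compound 20 µM once, DMSO 1% | timing = compound 90 min 25 °C, reagent 1 h | measured by = luminescence from split beta-galactosidase complementation, Galacton Star/Emerald II substrate | read-out basis = APJ agonist activity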
APJ antag – antagonists of human apelin receptor APJ, primary screen, CHO-K1 cells, beta-arrestin complementation, luminescence; 330,000 tested, 0.32% active; P35414; inhibition, % at 20 µM; AID 2521, 2010;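 active = inhibition above about 40% at 20 µM, limit read from the data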;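 note: cells challenged with 10 nM apelin-13 agonist together with compound; plate controls were apelin-13 plus DMSO wells for no effect and DMSO wells lacking apelin-13 for full effect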
Mdm2 MdmX PPI – inhibitors of human Mdm2-MdmX association, primary screen, cell-based, luminescence, split luciferase, SaOS-2, uHTS | Protein Mdm4 (Homo sapiens) + E3 ubiquitin-protein ligase Mdm2 (Homo sapiens), … | SaOS-2 split-luciferase Mdm2/MdmX complementation | inhibition, % at 8 µM | 330,000 tested, 3% active;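 active = inhibition of at least 50% at 8 µM in the primary screen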
tim23-1 inh – growth inhibitors of tim23-1 mutant yeast, primary screen, luminescence, uHTS. AID 463212, 2010. S. cerevisiae tim23-1 growth, BacTiter-Glo luminescence, 24 h. 330,000 tested, 1.3% active. inhibition, % at 20 µM;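 active = growth inhibition of the mutant yeast at or above 50%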;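 note: temperature-sensitive mutant grown at 25 °C; plate controls were DMSO-treated mutant yeast for no effect and medium wells lacking yeast for full effect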
XBP1 UPR activ – activators of adaptive XBP1 UPR arm, primary screen, cell-based, CHO-XBP1 luciferase reporter, luminescence, uHTS | IRE1-XBP1 UPR activation; percent of tunicamycin response, DMSO as zero | activation, % at 20 µM | 330,000 tested, 0.33% active | AID 463104, 2010;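 active = versus positive control, 20 µM dose yields 30% or more activation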;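 note: 100% = tunicamycin at 10 µg/mL and 0% = DMSO only wells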
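Material – CHO cell line with stable XBP1 luciferase reporter · Buffer or medium – F12 plus 10% FBS · Compound – single point, 20 µM final compound, 1% DMSO · Schedule – 16-18 h cell attachment at 37 °C, then 6 h compound exposure · Signal – Steady-Glo luminescence read · Benchmarks – high control tunicamycin 10 µg/mL final, low control DMSO vehicle only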
697 NFkB inh – inhibitors of PMA/ionomycin-induced NF-kB reporter, 697 cells, primary screen, B-cell NF-kB inhibitor project, cell-based, luminescence, uHTS; 697 B-cell NF-kB luciferase reporter, 16 h; inhibition, % at 4 µM; 330,000 tested, 0.33% active; AID 435022, 2010; in the data active = inhibition above about 35%
UPR CHOP act – activators of apoptotic CHOP UPR arm, primary screen, cell-based, CHO-CHOP luciferase reporter, luminescence, uHTS. 330,000 tested, 0.34% active. activation, % at 10 µM. UPR activation; percent of tunicamycin response over DMSO baseline. AID 449763, 2010;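 active = at 10 µM dose, activation of 40% or more, normalized to positive control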;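 note: 100% = tunicamycin at 10 µg/mL and 0% = DMSO alone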
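Dosing – one dose, 10 µM in 0.5% DMSO · System – CHO-CHOP cells, stable luciferase reporter of PERK-eIF2a-CHOP signalling · Input – 500 cells/well · Control set – tunicamycin 10 µg/mL final as positive, DMSO-only wells as negative · Timing – 6 h compound treatment, 37 °C · Measure – % activation vs tunicamycin · Technique – luminescence read with Steady-Glo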
* marks the source's active call; other numbers are inactive results.

Results for COC(=O)c1c(NC(=O)CC2Sc3ccc(C(F)(F)F)cc3NC2=O)sc(C)c1C (centres undefined) ?
Jurkat NFkB inh: 4; APJ agonist: 3; APJ antag: -28; Mdm2 MdmX PPI: -11; tim23-1 inh: -4; XBP1 UPR activ: 1; 697 NFkB inh: -16; UPR CHOP act: 0.5

What do the screens show for `COc1cc(N)c(Cl)cc1C(=O)OCC(=O)NCC1CCCO1` (centres undefined)?
Jurkat NFkB inh: 1; APJ agonist: -2; APJ antag: -4; Mdm2 MdmX PPI: 11; tim23-1 inh: 6; XBP1 UPR activ: -3; 697 NFkB inh: 3; UPR CHOP act: 0.0

How did COc1ccc(OC)c(/C=N/NC(=O)CCc2n[nH]c(=O)[nH]c2=O)c1 do in these assays?
Jurkat NFkB inh: 4; APJ agonist: -3; APJ antag: -7; Mdm2 MdmX PPI: 13; tim23-1 inh: 17; XBP1 UPR activ: 0; 697 NFkB inh: 14; UPR CHOP act: -2.0

What do the screens show for `O=C1c2cccc(Cl)c2C(=O)N1c1ccccn1`?
Jurkat NFkB inh: -3; APJ agonist: 0; APJ antag: 9; Mdm2 MdmX PPI: 20; tim23-1 inh: 29; XBP1 UPR activ: 2; 697 NFkB inh: -7; UPR CHOP act: -1.4

What do the screens show for `Cc1ccccc1NC(=O)COC(=O)CNC(=O)c1sc2ccccc2c1Cl`?
Jurkat NFkB inh: -8; APJ agonist: 0; APJ antag: -7; Mdm2 MdmX PPI: 1; tim23-1 inh: 9; XBP1 UPR activ: 0; 697 NFkB inh: -13; UPR CHOP act: 12

What do the screens show for `CCCc1cc(-c2nc(N)ncc2-c2csc(C)n2)c(O)cc1OC`?
Jurkat NFkB inh: 10; APJ agonist: -2; APJ antag: -11; Mdm2 MdmX PPI: 21; tim23-1 inh: 30; XBP1 UPR activ: 1; 697 NFkB inh: -11; UPR CHOP act: 0.0

How did CCCN(CCC)c1ncnc2c1cnn2-c1ccc(OC)cc1 do in these assays?
Jurkat NFkB inh: -161; APJ agonist: 2; APJ antag: 11; Mdm2 MdmX PPI: -2; tim23-1 inh: 35; XBP1 UPR activ: 2; 697 NFkB inh: -349; UPR CHOP act: 4.9

How did COc1ccc(C(=O)N/C(=C\c2cccc([N+](=O)[O-])c2)C(=O)Nc2cccc(C(=O)O)c2)cc1 do in these assays?
Jurkat NFkB inh: -20; APJ agonist: -1; APJ antag: -3; Mdm2 MdmX PPI: 13; tim23-1 inh: 17; XBP1 UPR activ: -3; 697 NFkB inh: 9; UPR CHOP act: -1.1

How did Cc1ccc(C(=O)N/N=C/c2cccc(OC(=O)/C=C/c3ccco3)c2)cn1 do in these assays?
Jurkat NFkB inh: -5; APJ agonist: -3; APJ antag: -15; Mdm2 MdmX PPI: 16; tim23-1 inh: 14; XBP1 UPR activ: 4; 697 NFkB inh: -16; UPR CHOP act: 5.2

How did COP(=O)(OC)c1nc(-c2cccc3ccccc23)oc1NCCc1ccccc1 do in these assays?
Jurkat NFkB inh: 3; APJ agonist: -2; APJ antag: -8; Mdm2 MdmX PPI: 22; tim23-1 inh: 36; XBP1 UPR activ: -3; 697 NFkB inh: -7; UPR CHOP act: -0.2

Results for CC1CC(NC(=O)c2ncn[nH]2)CC(C)(C)C1 (centres undefined) ?
Jurkat NFkB inh: 9; APJ agonist: 2; APJ antag: -10; Mdm2 MdmX PPI: 11; tim23-1 inh: 3; XBP1 UPR activ: -1; 697 NFkB inh: -4; UPR CHOP act: 0.4

What do the screens show for `CCC(Sc1nc2cc3c(cc2c(=O)n1Cc1ccco1)OCO3)C(=O)Nc1cccc(OC)c1` (centres undefined)?
Jurkat NFkB inh: 11; APJ agonist: -5; APJ antag: 6; Mdm2 MdmX PPI: 41; tim23-1 inh: -9; XBP1 UPR activ: -1; 697 NFkB inh: 13; UPR CHOP act: -2.0

How did CN1C(C(=O)NCC2CC2)CC2Cn3c(nc4ccccc43)C21 (centres undefined) do in these assays?
Jurkat NFkB inh: -25; APJ agonist: -3; APJ antag: 1; Mdm2 MdmX PPI: 22; tim23-1 inh: -10; XBP1 UPR activ: -2; 697 NFkB inh: -12; UPR CHOP act: 1.6

Results for O=C1c2ccccc2C(=O)N1Cc1nc2ccccc2c(=O)n1Cc1ccco1 ?
Jurkat NFkB inh: -14; APJ agonist: -3; APJ antag: -1; Mdm2 MdmX PPI: 38; tim23-1 inh: -27; XBP1 UPR activ: 0; 697 NFkB inh: -22; UPR CHOP act: 4.1

What do the screens show for `Cn1cc(Br)c(C(=O)n2cc(Br)cn2)n1`?
Jurkat NFkB inh: 11; APJ agonist: 0; APJ antag: -14; Mdm2 MdmX PPI: 6; tim23-1 inh: 10; XBP1 UPR activ: 0; 697 NFkB inh: 13; UPR CHOP act: -1.8

Gathered by group: those above with an NH in an aromatic ring (two)
How did COc1ccc(OC)c(/C=N/NC(=O)CCc2n[nH]c(=O)[nH]c2=O)c1 do in these assays?
Jurkat NFkB inh: 4; APJ agonist: -3; APJ antag: -7; Mdm2 MdmX PPI: 13; tim23-1 inh: 17; XBP1 UPR activ: 0; 697 NFkB inh: 14; UPR CHOP act: -2.0

Results for CC1CC(NC(=O)c2ncn[nH]2)CC(C)(C)C1 (centres undefined) ?
Jurkat NFkB inh: 9; APJ agonist: 2; APJ antag: -10; Mdm2 MdmX PPI: 11; tim23-1 inh: 3; XBP1 UPR activ: -1; 697 NFkB inh: -4; UPR CHOP act: 0.4

The listing picks up, repeating the 2 entries before the break.
Results for O=C1c2ccccc2C(=O)N1Cc1nc2ccccc2c(=O)n1Cc1ccco1 ?
Jurkat NFkB inh: -14; APJ agonist: -3; APJ antag: -1; Mdm2 MdmX PPI: 38; tim23-1 inh: -27; XBP1 UPR activ: 0; 697 NFkB inh: -22; UPR CHOP act: 4.1

What do the screens show for `Cn1cc(Br)c(C(=O)n2cc(Br)cn2)n1`?
Jurkat NFkB inh: 11; APJ agonist: 0; APJ antag: -14; Mdm2 MdmX PPI: 6; tim23-1 inh: 10; XBP1 UPR activ: 0; 697 NFkB inh: 13; UPR CHOP act: -1.8

Results for CCN=C1NN=C(c2ccc(C)cc2)CS1 ?
Jurkat NFkB inh: -43; APJ agonist: -8; APJ antag: 12; Mdm2 MdmX PPI: -15; tim23-1 inh: 11; XBP1 UPR activ: -7; 697 NFkB inh: -59; UPR CHOP act: -2.9

Results for CCC(=O)N1CCN(c2ccccc2NC(=O)Cc2ccc(Cl)cc2)CC1 ?
Jurkat NFkB inh: 0; APJ agonist: -3; APJ antag: 14; Mdm2 MdmX PPI: 3; tim23-1 inh: 13; XBP1 UPR activ: -3; 697 NFkB inh: 10; UPR CHOP act: -1.9

How did COc1ccc(CCNC(=O)C2CCCN(c3nc(C)cc(C)n3)C2)cc1 (centres undefined) do in these assays?
Jurkat NFkB inh: 0; APJ agonist: 0; APJ antag: 9; Mdm2 MdmX PPI: -7; tim23-1 inh: 21; XBP1 UPR activ: -1; 697 NFkB inh: -16; UPR CHOP act: -0.8

Results for COc1ccc(CCNS(=O)(=O)c2c(C)[nH]c(C)c2C(=O)N2CCCCC2)cc1OC ?
Jurkat NFkB inh: -15; APJ agonist: 22; APJ antag: -17; Mdm2 MdmX PPI: 2; tim23-1 inh: 12; XBP1 UPR activ: -3; 697 NFkB inh: -20; UPR CHOP act: -1.5

What do the screens show for `Cc1ccc(N(CCC#N)C(=O)COC(=O)c2nc3nc(C)cc(C)n3n2)cc1`?
Jurkat NFkB inh: 6; APJ agonist: 6; APJ antag: 12; Mdm2 MdmX PPI: -17; tim23-1 inh: -6; XBP1 UPR activ: 1; 697 NFkB inh: 2; UPR CHOP act: 0.3

How did COCCCC1CCN(Cc2nc(Cc3ccccc3Cl)no2)CC1 do in these assays?
Jurkat NFkB inh: 5; APJ agonist: 0; APJ antag: 10; Mdm2 MdmX PPI: 9; tim23-1 inh: 20; XBP1 UPR activ: 0; 697 NFkB inh: 6; UPR CHOP act: -2.2

What do the screens show for `Cc1ccc(C(=O)c2oc3ccccc3c2NC(=O)c2cc(-c3ccccc3O)n[nH]2)cc1`?
Jurkat NFkB inh: -11; APJ agonist: 0; APJ antag: -6; Mdm2 MdmX PPI: 35; tim23-1 inh: 14; XBP1 UPR activ: 19; 697 NFkB inh: -20; UPR CHOP act: 3.0

Results for CC(C)(C)SCCNS(=O)(=O)c1ccc(Cl)cc1 ?
Jurkat NFkB inh: -19; APJ agonist: -6; APJ antag: -7; Mdm2 MdmX PPI: -4; tim23-1 inh: 38; XBP1 UPR activ: -1; 697 NFkB inh: -27; UPR CHOP act: 0.2

What do the screens show for `CC(C)=CCC/C(C)=C/CNC(=O)C[C@H]1C[C@H](C(=O)N(C(C)C)C(C)C)[C@@]2(C)c3[nH]c4cc(CCC(=O)N(C)C)ccc4c3CCN2C1=O`?
Mdm2 MdmX PPI: 35; tim23-1 inh: 43; XBP1 UPR activ: 10; 697 NFkB inh: 12; UPR CHOP act: 6.7

Results for COc1cc(/C=C/C(=O)OCC(=O)NCc2cccs2)ccc1OCC#N ?
Jurkat NFkB inh: 15; APJ agonist: -3; APJ antag: 10; Mdm2 MdmX PPI: 19; tim23-1 inh: 1; XBP1 UPR activ: -2; 697 NFkB inh: 24; UPR CHOP act: 0.2

How did CCc1ccc(NC(=O)CSc2nnc(SCC(=O)Nc3ccc(CC)cc3)n2N)cc1 do in these assays?
Jurkat NFkB inh: -6; APJ agonist: -4; APJ antag: -13; Mdm2 MdmX PPI: 26; tim23-1 inh: -12; XBP1 UPR activ: -3; 697 NFkB inh: 5; UPR CHOP act: 0.0

What do the screens show for `Cc1ccc(OCC(=O)Nc2ccc3oc(=O)ccc3c2)cc1`?
Jurkat NFkB inh: -14; APJ agonist: -2; APJ antag: 11; Mdm2 MdmX PPI: 5; tim23-1 inh: 3; XBP1 UPR activ: 3; 697 NFkB inh: 7; UPR CHOP act: 1.2

How did O=C(O)CCc1nc(-c2ccc(Cl)cc2)no1 do in these assays?
Jurkat NFkB inh: -2; APJ agonist: -1; APJ antag: 14; Mdm2 MdmX PPI: 11; tim23-1 inh: 17; XBP1 UPR activ: 0; 697 NFkB inh: 6; UPR CHOP act: 1.0

How did O=C(COC(=O)CNC(=O)c1ccccc1)Nc1ccc(F)c([N+](=O)[O-])c1 do in these assays?
Jurkat NFkB inh: -5; APJ agonist: -2; APJ antag: -10; Mdm2 MdmX PPI: 5; tim23-1 inh: -4; XBP1 UPR activ: 3; 697 NFkB inh: 4; UPR CHOP act: -2.0

What do the screens show for `Cc1cccc(NC(=S)N(CCN(C)C)Cc2cc3cccc(C)c3[nH]c2=O)c1`?
Jurkat NFkB inh: -1; APJ agonist: 0; APJ antag: 6; Mdm2 MdmX PPI: 4; tim23-1 inh: 6; XBP1 UPR activ: -1; 697 NFkB inh: 0; UPR CHOP act: -1.2

Screening results: PubChem BioAssay, Sanford-Burnham Center for Chemical Genomics
